M4 ag – agonists of human muscarinic M4 receptor (CHRM4) | CHO-K1 hM4/Gqi5, Fluo-8 calcium fluorescence; vehicle 0%, full acetylcholine response 100% | P08173 | activation, % at 3 µM | AID 624127 | 360,000 compounds, 0.14% hits;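 active means activation above the run mean over all test wells plus 3 SD, cut at about 32% in these data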;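 further: peak over basal fluorescence ratio per well then scaled between controls; 0% = DMSO wells and 100% = acetylcholine at EC100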
Target sequence (P08173 whole entry, looked up): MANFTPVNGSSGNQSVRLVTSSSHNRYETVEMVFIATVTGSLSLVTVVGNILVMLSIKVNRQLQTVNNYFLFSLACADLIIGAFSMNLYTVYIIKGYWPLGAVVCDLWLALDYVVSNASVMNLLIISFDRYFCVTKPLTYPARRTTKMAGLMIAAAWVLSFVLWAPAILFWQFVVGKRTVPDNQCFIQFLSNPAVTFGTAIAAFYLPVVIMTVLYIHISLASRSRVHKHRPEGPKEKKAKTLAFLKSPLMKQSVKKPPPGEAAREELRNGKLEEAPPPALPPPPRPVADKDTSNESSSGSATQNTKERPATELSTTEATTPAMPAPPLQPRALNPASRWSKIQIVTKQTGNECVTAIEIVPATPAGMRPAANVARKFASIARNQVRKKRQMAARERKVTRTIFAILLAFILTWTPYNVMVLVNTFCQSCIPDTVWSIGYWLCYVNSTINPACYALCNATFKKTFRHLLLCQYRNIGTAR
CHRM5 agonist – CHRM5 agonism in calcium assay; P08912; 360,000 compounds, 0.19% hits; CHO-K1 hM5 cells, Fluo-8 calcium fluorescence; 0% DMSO wells, 100% maximal acetylcholine response; activation, % at 3 µM;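 active means activation above the run's mean over test compounds plus 3 SD, cut at about 23% in these data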;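 further: signal is peak over basal fluorescence ratio across the kinetic read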
M5 PAM – potentiates acetylcholine response at human M5 receptor. P08912. CHO-K1 hM5, Fluo-8 calcium, ACh EC20 PAM; 0% = ACh EC20, 100% = ACh EC100. activation, % at 3 µM. 360,000 compounds, 0.3% hits;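 active means activation above the run cutoff, the mean activation of all test compounds plus 3 SD, cut at about 18% in these data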
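System – CHO-K1 hM5 cells · Compound – 3 µM, single dose · Incubation – compound preincubation 140 s before EC20 acetylcholine addition · Technique – Fluo-8 calcium fluorescence · Measure – Max/basal fluorescence ratio as % of EC20–EC100 ACh window · Benchmarks – low control EC20 acetylcholine (0%), high control EC100 acetylcholine (100%) · Replication – singlicate, one well per test compound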
M1 PAM – positive allosteric modulators of human M1 muscarinic receptor; activation, % at 3 µM; CHO-K1 hM1, Fluo-8 calcium fluorescence, ACh EC20; 0% = ACh EC20, 100% = maximal ACh; 360,000 compounds, 0.088% hits; in the data active means activation above about 19%, passing the limit was not always enough
Target sequence (P11229 whole entry, looked up): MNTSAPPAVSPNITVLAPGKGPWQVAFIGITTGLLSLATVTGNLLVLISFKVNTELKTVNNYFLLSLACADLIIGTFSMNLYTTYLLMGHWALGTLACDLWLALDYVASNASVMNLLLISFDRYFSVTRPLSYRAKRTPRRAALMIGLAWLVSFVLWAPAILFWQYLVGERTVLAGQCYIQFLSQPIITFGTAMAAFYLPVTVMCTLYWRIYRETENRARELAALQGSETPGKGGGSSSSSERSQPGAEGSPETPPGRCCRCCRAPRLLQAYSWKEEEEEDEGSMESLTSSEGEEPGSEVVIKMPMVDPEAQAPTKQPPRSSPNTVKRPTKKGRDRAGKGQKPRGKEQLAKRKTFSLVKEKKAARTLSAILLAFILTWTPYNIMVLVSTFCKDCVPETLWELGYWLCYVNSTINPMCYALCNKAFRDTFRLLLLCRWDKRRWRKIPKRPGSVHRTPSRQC
CRFR2-BP ag – CRF-BP/CRF-R2 complex agonism; activation, % at 13.2 µM; 350,000 compounds, 0.46% hits; HEK293 CRF-R2/CRF-BP, calcium dye fluorescence (FLIPR); percent of saturating CRF peptide response;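 active means activation of at least 50%, plus an integration ratio under a set limit after plate pattern correction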;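 further: plate controls were neutral control wells without compound for no effect and CRF at EC100 for full effect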
M4 antag – CHRM4 antagonism in calcium assay | CHO-hM4 cells, ACh EC80, Fluo-8 calcium fluorescence | inhibition, % at 3 µM | 360,000 compounds, 0.73% hits;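 active means inhibition above its plate's cutoff, the mean inhibition of sample wells plus 3 SD, cut at about 27% in these data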;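 further: 0% = acetylcholine EC80 with DMSO and 100% = DMSO without agonist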
CHRM4 PAM – positive allosteric modulators of human muscarinic M4 receptor | P08173 | 360,000 compounds, 0.4% hits | CHO-K1 hM4/Gqi5, Fluo-8 calcium fluorescence, ACh EC20; 0% = ACh EC20, 100% = maximal ACh | activation, % at 3 µM | AID 624126;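 active means activation above its plate's cutoff, the mean activation of sample wells plus 3 SD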; further: some results filed as inactive read as strong as hits
M5 antag – CHRM5 antagonism in calcium assay; AID 624040; P08912; 360,000 compounds, 0.59% hits; CHO-hM5 cells, Fluo-8 calcium fluorescence, ACh EC80; inhibition, % at 3 µM;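 active means inhibition above a per-plate cutoff, the mean of that plate's test compounds plus 3 SD, cut at about 27% in these data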;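 further: 0% = acetylcholine EC80 with DMSO and 100% = DMSO without agonist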
CHRM1 antagonist – antagonists of human M1 muscarinic receptor | P11229 | CHO-K1 hM1, Fluo-8 calcium fluorescence, ACh EC80 antagonist | inhibition, % at 3 µM | 360,000 compounds, 1.3% hits;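 active means percent inhibition above its own plate's cutoff, namely the mean of that plate's compound wells plus 3 SD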;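 further: peak over basal fluorescence ratio during 140 s after agonist addition; 0% = ACh EC80 plus DMSO and 100% = DMSO alone without agonist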
Active calls of the source: *; / = not tested or not shown.

| no. | structure | M4 ag | CHRM5 agonist | M5 PAM | M1 PAM | CRFR2-BP ag | M4 antag | CHRM4 PAM | M5 antag | CHRM1 antagonist |
| --- | --- | --- | --- | --- | --- | --- | --- | --- | --- | --- |
| 1 | CCC(C)(C(=O)NC1CCCC1)N(C(C)=O)c1ccc(C)cc1 (centres undefined) | 0 | -10 | 9 | 2 | -1.4 | -1 | 0 | 2 | 0 |
| 2 | O=C(Nc1ccc2c(c1)OCO2)NC1(C(F)(F)F)Oc2ccccc2O1 | 1 | 0 | -2 | 4 | -1.1 | 8 | 3 | 5 | -3 |
| 3 | CN(C)CCCN(C(=O)c1ccco1)c1nc(-c2ccc(Cl)cc2)cs1 | 5 | -17 | -30 | -7 | 1.6 | 5 | -8 | 16 | 7 |
| 4 | COc1cccc(-c2cc3nc4c(c(NCC(C)(C)CN(C)C)n3n2)CCCC4)c1 | 0 | 4 | 5 | 7 | 0.9 | -1 | 5 | -4 | -9 |
| 5 | c1ccc(-c2noc(C3CCC3)n2)nc1 | 1 | 5 | 18* | 13 | -0.6 | -7 | 1 | -10 | -9 |
| 6 | CCOc1ccc(S(=O)(=O)Nc2ccc3c(c2)OCO3)cc1 | 5 | 0 | -7 | 2 | -1.3 | 2 | -2 | 16 | -4 |
| 7 | CCn1c2ccccc2c2cc(NC(=O)CSc3nnc(-c4ccccc4OC)n3N)ccc21 | 10 | 1 | -1 | 5 | -1.5 | -2 | -5 | -1 | 4 |
| 8 | Cc1sc2ncnc(N3CCC(C(=O)Nc4cc(S(C)(=O)=O)ccc4Cl)CC3)c2c1C | 20 | -1 | -16 | -10 | -0.3 | 7 | -12 | -1 | 11 |
| 9 | Cc1ccc(C)c(-n2nnnc2SCC(=O)Nc2c(C)n(C)n(-c3ccccc3)c2=O)c1 | 0 | 2 | -5 | -2 | -1.8 | 4 | 5 | 1 | -4 |
| 10 | COc1ccccc1C(=O)C1CCCN(C(=O)C2CCCC2)C1 (centres undefined) | 0 | -1 | -2 | 8 | 0.0 | 3 | -8 | 6 | -9 |
| 11 | CC1=C(C(=O)OC(C)C)[C@@H](c2ccc(C)o2)NC(=O)N1 | 1 | 1 | 2 | 7 | -0.7 | -1 | 2 | 1 | -8 |
| 12 | Cc1cccc(N2CCN(S(=O)(=O)c3cccs3)CC2)c1C | 1 | -3 | -7 | -1 | 0.3 | 4 | -9 | 3 | 4 |
| 13 | CCOC(=O)C1=C(C)NC(=O)NC1 | 0 | 0 | -4 | -3 | 0.4 | 4 | 0 | -3 | -29 |
| 14 | COc1ccc(-n2cnnc2SCC(=O)N2CCN(S(=O)(=O)c3ccccc3)CC2)cc1 | 1 | -9 | 0 | -8 | 2.4 | -3 | 14 | -5 | 4 |
| 15 | Cc1nc2scc(C)n2c(=O)c1S(=O)(=O)Nc1ccc(N2CCN(C(=O)C(C)C)CC2)cc1 | 5 | -2 | -3 | 1 | -0.9 | 9 | 4 | 9 | -1 |
| 16 | CC(C)CN1C(=O)c2ccc(C(=O)NCc3ccc4c(c3)OCO4)cc2C1=O | 0 | -5 | -2 | -4 | -1.0 | 10 | -5 | 1 | 14 |
| 17 | O=C(/C(=C/c1cccc(Cl)c1)c1nc2ccccc2[nH]1)c1ccccc1 | 0 | -3 | -3 | -9 | 0.8 | -9 | 9 | 7 | 3 |
| 18 | COc1ccc(CNC(=O)C2CCN(S(=O)(=O)N3CCCCC3)CC2)cc1 | 7 | 3 | 4 | 16 | -1.8 | 9 | 4 | 0 | -8 |
| 19 | CCOc1ccc(N(CC(=O)NCc2ccc(Cl)cc2)S(=O)(=O)c2ccccc2)cc1 | 0 | -2 | -4 | 7 | 0.2 | -6 | 6 | 3 | -13 |
| 20 | [O-][n+]1ccc(CC(O)(C(F)(F)F)C(F)(F)F)cc1 | 1 | 1 | -4 | 13 | -0.9 | -12 | 1 | 1 | -17 |
| 21 | CC(C)n1nnnc1C1c2ccccc2C(=O)N1CCOc1ccccc1 (centres undefined) | 2 | 2 | -3 | / | / | 0 | 4 | 4 | / |
| 22 | Cc1[nH]nc(SCC(=O)NCCc2ccccc2)c1[N+](=O)[O-] | 2 | -1 | 1 | 8 | 0.8 | 11 | -18 | -1 | -10 |
| 23 | O=C(Nc1ccccc1C(=O)Nc1ccccn1)c1ccc([N+](=O)[O-])cc1 | 2 | 0 | 1 | 6 | -0.2 | -1 | 4 | 2 | -6 |
| 24 | O=C(O)C(Cc1ccccc1)NS(=O)(=O)c1ccc2c(c1)OCCO2 (centres undefined) | 0 | -2 | 1 | 2 | -0.8 | 4 | -1 | 2 | -17 |
| 25 | COc1cccc(C2CC(=O)Nc3cc(OC)c(OC)c(OC)c32)c1OC (centres undefined) | 2 | -5 | 2 | 3 | 1.1 | -7 | 9 | 14 | 2 |
| 26 | COc1cccc(C(NC(C)=O)c2nc(-c3cnn(C)c3)cs2)c1 (centres undefined) | 0 | 1 | 2 | 12 | / | 1 | 1 | -7 | -14 |
| 27 | Cc1noc(C)c1C(=O)Nc1cccnc1 | 1 | -1 | 9 | 3 | 2.9 | 5 | 9 | -14 | -10 |
| 28 | O=C(CCNC(=O)c1ccco1)Nc1ccc(OC(F)(F)F)cc1 | 1 | -2 | 0 | 15 | -1.8 | 2 | -6 | 14 | -10 |
| 29 | COCCn1c(C)cc(C(=O)COC(=O)c2ccc(NC(=O)CC#N)cc2)c1C | 3 | -4 | 1 | 0 | -0.6 | -7 | 8 | -4 | -1 |
| 30 | COc1ccccc1P(=O)(c1ccccc1)c1ccccc1 | 1 | -4 | -1 | 1 | -1.1 | -4 | 6 | 11 | -3 |

(listing goes on)
Fields – M4 ag, CHRM5 agonist, M5 PAM, M1 PAM, CRFR2-BP ag, M4 antag, CHRM4 PAM, M5 antag, CHRM1 antagonist
#31 O=C(N=C1SC2CS(=O)(=O)CC2N1Cc1ccc(Cl)cc1)C1CC1 (centres undefined)
→ 1, -3, -6, 5, 0.2, 0, 8, 10, -4
#32 CCCCc1ccc(NC(=O)C(C)CC)cc1 (centres undefined)
→ -1, -9, -6, 7, -0.5, 1, -12, 5, -12
#33 COc1ccc(-c2noc(CNC(=O)Nc3ccc(F)cc3)n2)cc1
→ 5, -2, -7, 2, -0.6, -1, -4, 0, -9
#34 COC(=O)c1ccc2nc(-c3ccccc3)c(Cc3ccccc3C(F)(F)F)n2c1
→ 0, 2, -6, /, /, -10, 6, 4, /
#35 CCCN(CC(=O)Nc1ccccc1OC)C(=O)CSC(=S)N1CCCC1
→ 2, 2, 2, 2, 0.1, 6, 0, 3, 10
#36 O=C(CCCC(=O)OCC(Cl)=C(Cl)Cl)Nc1cccc(F)c1
→ 1, -2, -6, -10, 0.2, 6, -2, 4, 1
#37 COc1ccc(-c2c(C)[nH]n3c(=O)c(Cc4ccccc4)c(C)nc23)cc1OC
→ 1, -6, 13, 6, -0.1, 3, 2, 7, -9
#38 COc1ccc(NC(=O)CS(=O)(=O)Cc2nc(-c3ccc(C)cc3)oc2C)cc1
→ 0, -4, -7, 9, -0.5, -1, 4, 10, -11
#39 Cc1ccc(-c2csc(NC(=O)c3cnccn3)n2)cc1C
→ 3, 5, 2, 2, -1.1, -26, 5, -7, -5
#40 CCN(Cc1ccccc1)c1ccc(/C=N/NS(=O)(=O)c2cccc([N+](=O)[O-])c2)cc1
→ -1, -1, -3, -4, -2.0, -1, 5, 5, 12
#41 CCC(=O)Nc1ccc(NC(=O)CN2CCCC(C)C2)c(Cl)c1 (centres undefined)
→ 1, 2, 0, -6, 0.9, 11, 3, 0, 14
#42 CCOc1ccc(N2CC(C(=O)NCCN3C(=O)S/C(=C\c4ccc(OC)c(OC)c4)C3=O)CC2=O)cc1 (centres undefined)
→ 1, 1, 4, 3, -4.1, 0, 13, 0, -6
#43 O=c1c(C=Nc2cccc(C(F)(F)F)c2)c[nH]n1-c1cccc(Cl)n1
→ 2, 0, 2, 6, -4.6, 4, 13, 1, -5
#44 COC(=O)C1=C(C(=O)OC)[C@]2([C@H]3CC=CCN[C@@H](Cc4ccccc4)C(=O)N3Cc3ccccc3)C=C[C@H]1O2
→ 7, -2, -16, 2, 3.2, 19, -6, 14, -3
#45 Cc1cc(=O)[nH]c(COc2ccccc2)n1
→ 0, -2, 2, 5, 6.5, 4, 7, -6, -6
#46 CCOC(=O)N1CCC(=NNc2ncc(C(F)(F)F)cc2Cl)CC1
→ 1, 1, 1, 3, -6.4, 0, 7, 1, 1
#47 CSc1ccc(Cl)c(C(=O)OCC(=O)N2CCN(C(=O)c3ccco3)CC2)c1
→ 3, 0, -1, 3, 0.5, 2, 4, 0, 9
#48 Cc1ccc(S(=O)(=O)Cc2ccc(C(=O)N3CCC(C(N)=O)CC3)o2)cc1
→ 0, -2, 5, 14, 0.5, -3, -8, 9, 4
#49 CCCCNc1ccc(C(F)(F)F)cc1S(=O)(=O)NCCc1ccc(F)cc1
→ 1, -1, -12, -12, 6.2, 18, -13, 10, 14
#50 CSc1ccccc1C(=O)N1CCN(c2ccc(F)cc2)CC1
→ 2, -1, -5, -6, 0.0, -9, -2, -4, 8

Going on with the list:
Fields – M4 ag, CHRM5 agonist, M5 PAM, M1 PAM, CRFR2-BP ag, M4 antag, CHRM4 PAM, M5 antag, CHRM1 antagonist
#51 Cc1cc(C)c2nc(N(CCN(C)C)C(=O)c3ccc4ccccc4c3)sc2c1
→ 1, -4, -2, 4, 5.2, 6, -4, 10, -5
#52 CCCCCCC(=O)Nc1nc(C)c(-c2csc(Nc3ccc(Cl)cc3)n2)s1
→ 1, 4, -1, 2, 4.4, -5, 2, 3, 4
#53 C[C@H](O)CNC(=O)c1[nH]cnc1C(=O)Nc1ccc(CNC(=O)OC(C)(C)C)cc1
→ 12, 2, -5, -5, -1.2, 4, -8, 3, -1
#54 COCCCNc1oc(-c2ccccc2OC)nc1C#N
→ 0, 1, -1, 6, 2.4, 9, 2, -4, -3
#55 CC(=O)Nc1ccc(C(=O)NNC(=O)C2C3CCCCC32)cc1 (centres undefined)
→ 0, -2, 4, 18, 0.5, -7, 16, -14, 4
